Screens (PubChem)
BH1578 lux ind: quorum light induction in luxS cqsA deficient V. cholerae. actives 0.16% (n = 350,000). activation, % at 18.7 µM. V. cholerae BH1578 lux reporter, luminescence, 6 h; in the data active means activation mostly above about 9.7%, no sharp cut-off; further: not every result past the cut was called active; inactives centre near 0; reference of the scale not given here
PrPC TRFRET: inhibitors of human cell surface prion protein PrPC; actives 0.43% (n = 370,000); P04156; TR-FRET read-out; AID 720596; inhibition, % at 13.8 µM; in the data active means inhibition above about 24%; further: 0% = median of the test wells and 100% = reference compound wells
MazF activator: increases E. coli MazEF RNase cleavage of RNA | P0AE70 | FAM/BHQ RNA-DNA oligo cleavage fluorescence, 5 h | activation, % at 20 µM | actives 0.32% (n = 350,000); in the data active means activation above about 50%
DUSP3 inh: inhibitors of human VHR1 phosphatase (DUSP3); P51452; recombinant VHR phosphatase, pNPP absorbance; inhibition, % at 13.3 µM; actives 0.52% (n = 290,000); AID 1654; in the data active means inhibition above about 50%; further: some compounds called inactive have numbers as strong as hits
3CLpro inhibitor: SARS-CoV 3CLpro protease inhibition. recombinant SARS-CoV 3CLpro, quenched FRET peptide cleavage. inhibition, % at 6 µM. actives 0.14% (n = 290,000). AID 1706; in the data active means inhibition above about 12%
Rv3671c inh: inhibits the M. tuberculosis serine protease Rv3671c | P9WHR9 | inhibition, % at 5.96 µM | actives 0.048% (n = 320,000); in the data active means inhibition above about 38%;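 further: extracellular domain of Rv3671c used as enzyme; 0% = enzyme with DMSO and 100% = no enzyme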
CCHF vOTU inh: CCHFV vOTU protease inhibition. Pep-AMC fluorescence. inhibition, % at 11.5 µM. actives 0.55% (n = 370,000). AID 651958; in the data active means inhibition above about 30%; further: 0% = vehicle wells with enzyme and 100% = no enzyme wells
TcdB inh: inhibitors of Clostridioides difficile toxin B glycohydrolase | P18177 | TcdB glycohydrolase enzymatic assay, plate reader | inhibition, % at 9.99 µM | actives 0.24% (n = 350,000) | AID 652162; in the data active means inhibition above about 10%
Target sequence (P18177 whole entry, looked up): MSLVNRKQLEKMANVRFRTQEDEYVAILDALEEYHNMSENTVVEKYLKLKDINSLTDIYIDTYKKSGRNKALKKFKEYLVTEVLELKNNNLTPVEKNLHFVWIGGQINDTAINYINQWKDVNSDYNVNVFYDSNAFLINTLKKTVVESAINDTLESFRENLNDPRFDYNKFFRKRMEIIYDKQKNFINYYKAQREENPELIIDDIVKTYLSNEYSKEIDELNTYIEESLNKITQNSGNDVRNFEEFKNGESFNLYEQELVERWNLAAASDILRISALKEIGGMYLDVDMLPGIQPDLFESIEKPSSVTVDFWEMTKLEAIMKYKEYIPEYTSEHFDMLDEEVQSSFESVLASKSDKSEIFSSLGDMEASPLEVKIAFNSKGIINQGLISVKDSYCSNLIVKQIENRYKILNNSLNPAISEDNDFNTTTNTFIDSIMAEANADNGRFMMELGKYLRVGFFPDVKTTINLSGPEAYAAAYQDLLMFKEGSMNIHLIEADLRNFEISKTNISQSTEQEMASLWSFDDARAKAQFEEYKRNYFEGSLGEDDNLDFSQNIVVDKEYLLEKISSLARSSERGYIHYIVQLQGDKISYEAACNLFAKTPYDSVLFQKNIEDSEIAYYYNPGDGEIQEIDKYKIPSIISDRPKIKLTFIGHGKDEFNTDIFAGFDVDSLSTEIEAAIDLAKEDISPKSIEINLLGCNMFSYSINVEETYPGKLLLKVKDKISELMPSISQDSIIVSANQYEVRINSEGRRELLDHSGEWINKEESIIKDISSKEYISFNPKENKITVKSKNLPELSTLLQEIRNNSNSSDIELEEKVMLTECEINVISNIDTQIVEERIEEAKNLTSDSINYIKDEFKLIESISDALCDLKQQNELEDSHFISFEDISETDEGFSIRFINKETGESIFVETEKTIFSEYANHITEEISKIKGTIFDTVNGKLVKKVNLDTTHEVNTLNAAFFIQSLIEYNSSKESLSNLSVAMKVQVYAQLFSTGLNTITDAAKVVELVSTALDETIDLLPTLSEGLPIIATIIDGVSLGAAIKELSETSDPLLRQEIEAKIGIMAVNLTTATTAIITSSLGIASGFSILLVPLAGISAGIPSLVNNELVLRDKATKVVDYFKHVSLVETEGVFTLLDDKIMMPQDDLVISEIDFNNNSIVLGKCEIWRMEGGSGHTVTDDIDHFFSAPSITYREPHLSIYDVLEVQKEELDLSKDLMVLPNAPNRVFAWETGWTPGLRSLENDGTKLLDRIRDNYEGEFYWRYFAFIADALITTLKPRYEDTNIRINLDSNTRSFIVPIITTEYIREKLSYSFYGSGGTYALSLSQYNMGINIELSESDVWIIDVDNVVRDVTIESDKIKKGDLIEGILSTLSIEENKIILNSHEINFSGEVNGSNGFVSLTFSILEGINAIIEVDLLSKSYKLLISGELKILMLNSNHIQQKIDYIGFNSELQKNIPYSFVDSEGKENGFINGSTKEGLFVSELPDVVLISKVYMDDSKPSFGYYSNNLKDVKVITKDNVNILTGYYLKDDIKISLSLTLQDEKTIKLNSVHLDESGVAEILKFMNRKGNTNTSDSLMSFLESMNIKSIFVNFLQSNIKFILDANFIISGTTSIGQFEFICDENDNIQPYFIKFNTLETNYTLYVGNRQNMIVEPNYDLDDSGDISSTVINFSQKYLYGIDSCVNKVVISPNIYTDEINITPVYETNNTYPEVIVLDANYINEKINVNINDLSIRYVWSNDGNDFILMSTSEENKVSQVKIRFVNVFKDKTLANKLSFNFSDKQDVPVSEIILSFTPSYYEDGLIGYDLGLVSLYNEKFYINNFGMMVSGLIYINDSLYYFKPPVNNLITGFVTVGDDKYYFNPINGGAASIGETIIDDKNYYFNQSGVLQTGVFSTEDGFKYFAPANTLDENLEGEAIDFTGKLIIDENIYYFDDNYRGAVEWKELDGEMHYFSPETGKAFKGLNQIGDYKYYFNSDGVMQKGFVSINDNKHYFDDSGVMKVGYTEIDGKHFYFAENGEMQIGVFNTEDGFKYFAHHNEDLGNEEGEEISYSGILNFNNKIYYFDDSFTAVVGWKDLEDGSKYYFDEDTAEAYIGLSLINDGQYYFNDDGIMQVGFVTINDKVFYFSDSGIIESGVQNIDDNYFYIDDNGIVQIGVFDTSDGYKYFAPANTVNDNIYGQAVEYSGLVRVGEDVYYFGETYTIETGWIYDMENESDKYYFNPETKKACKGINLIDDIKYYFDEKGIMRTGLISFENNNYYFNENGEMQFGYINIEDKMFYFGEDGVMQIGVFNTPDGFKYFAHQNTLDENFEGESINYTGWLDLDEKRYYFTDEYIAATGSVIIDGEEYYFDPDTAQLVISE
SSB-PriA inh: inhibitors of Klebsiella pneumoniae PriA binding to SSB C-terminal tail | AlphaScreen SSBct-PriA binding, biotinylated peptide | inhibition, % at 33 µM | actives 0.6% (n = 430,000) | AID 1272365; in the data active means inhibition mostly above about 37%, no sharp cut-off; inactive means mostly below about 20%;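 further: plate controls were negative control peptide for no effect and reference peptide for full effect; strong numbers were not always called active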
Yp Topo-I inh: Y. pestis Topo-I inhibition via cleavage products | Y. pestis Topo-I cleavage product accumulation, plate reader | activity, % at 10 µM | actives 0.064% (n = 360,000) | AID 504884; in the data active means activity above about 50%, passing the limit was not always enough; further: inactives centre near 2
Numbers without * were called inactive; i = inactive; nt = not tested or not shown; & = joins results of further samples. The list is partial; the hit share may differ from the screen's.

Below each compound: BH1578 lux ind	PrPC TRFRET	MazF activator	DUSP3 inh	3CLpro inhibitor	Rv3671c inh	CCHF vOTU inh	TcdB inh	SSB-PriA inh	Yp Topo-I inh
O=C(Nc1ccccc1Cc1ccccc1)c1ccc2c(c1)SC1=NS(=O)(=O)CCN12
→ -0.4	12	-4	2	3	-5	18	2.1	-2	-8
O=C(NCC1OCCc2ccccc21)c1cc(COc2ccc(F)cc2Cl)on1 (configuration not stated)
→ -0.5	4	-2	17	-1	-5	-7	0.2	-15	25
O=S(=O)(Nc1cccc(S(=O)(=O)N2CCCCCC2)c1)c1ccccc1
→ -2.0	2	-10	7	3	-1	3	0.8	-3	7
CC(=O)Nc1ccccc1C(=O)OCc1ccccc1F
→ 2.9	0	-1	18	4	2	-7	2.2	-18	14
Cn1c(=O)n(C)c2cc(NC(=O)CSc3nnc(-c4ccccc4O)n3-c3ccccc3)ccc21
→ i	0	7	10	-3	-1	5	nt	2	-2
COc1ccc(/C=C2\SC(=O)N(CCc3nnc(N)s3)C2=O)cc1
→ i	3	-9	-23	0	2	-2	-2.7	-11	0
Cc1onc(-c2ccccc2)c1NC(=O)N(CCC#N)Cc1ccccc1
→ -1.4	-6	4	9	-3	2	-2	0.0	-3	5
CCOC(=O)C1CCN(C(=O)COC(=O)c2ccc(=O)n(Cc3ccccc3)n2)CC1
→ -1.9	8	4	nt	nt	-8	13	-0.3	-6	2
COc1ccc(OC)c(CNC(=O)C2CCCN(c3nc4ccccc4o3)C2)c1 (configuration not stated)
→ -0.3	2	4	38	-6	4	-13	nt	-21	14
Nc1cccn2c(-c3ccc(Cl)cc3)cnc12
→ 5.3	-2	-10	5	-5	6	5	1.0	-13	-9
Cc1ccc(NC2(c3nnnn3-c3c(C)cccc3C)CCCCC2)cc1
→ -0.3	8	-8	-11	-8	0	6	0.6	1	-1
COc1ccc(C(=O)NCC(=O)Nc2ccc(F)cc2)cc1OC
→ -0.2	-6	1	22	-1	2	-13	0.9	-3	3
O=[N+]([O-])c1ccc(C=NN2CCOCC2)s1
→ i	-42	5	nt	nt	nt	16	-0.8	nt	-3
CSCCCNC(=O)c1ccc(OC2CCN(CCc3ccccc3)CC2)cc1
→ -0.5	-10	-1	0	4	0	-12	1.5	-2	18
O=C(COC(=O)c1ccccc1O)Nc1cccc(S(=O)(=O)N2CCCC2)c1
→ i	4	9	nt	nt	-6	-10	0.8	3	7
Cc1c(Cl)c([N+](=O)[O-])nn1CCCC(=O)Nc1ccc(Cl)cc1Cl
→ -0.4	3	-15	3	5	-10	9	0.0	3	0
O=C(O)C1CCCCC1C(=O)Nc1ccc(F)cc1F (configuration not stated)
→ i	nt	0	41	-5	8	nt	0.5	-10	-1
CCc1ccc(C(=O)COC(=O)c2cnccn2)cc1
→ 1.0	5	-3	33	2	0	3	nt	-3	0
CC(=O)N(C)CC#CCN1CCC(O)CC1
→ i	-2	10	nt	nt	6	-4	1.0	6	4
COCCn1c(N)c(N(Cc2ccccc2)C(=O)c2oc3ccccc3c2C)c(=O)[nH]c1=O
→ -2.1	-1	0	-14	-2	-12	-6	0.3	-2	-6
CS(=O)(=O)N1CCC(C(=O)Nc2c(F)cccc2F)CC1
→ i	-9	-1	32	-8	8	8	nt	-12	3
O=S1(=O)CCC(N=Cc2ccc(-c3ccc(Cl)cc3)o2)C1 (configuration not stated)
→ i	-3	0	2	2	-3	15	-0.6	-8	9
Cc1cc(Cl)c(S(=O)(=O)NC2CCCC2)cc1OCC(=O)NC1CCCCC1
→ -0.4	20	1	-18	7	-1	3	nt	-7	-3
Cc1ccc(-n2c(-c3ccc(Cl)cc3)c[n+]3c2CCC3)cc1
→ -0.8	-6	3	12	-3	2	9	0.8	-1	9
CCOC(=O)NN=C1CCC(c2ccccc2)CC1 (configuration not stated)
→ i	-1	-10	70	-4	nt	-4	-2.9	-14	2
Cc1ccc(NC(=O)CSc2nc(C)c(C)c(C)n2)cc1S(=O)(=O)N1CCOCC1
→ -2.9	5	5	nt	nt	-5	-9	2.0	-16	13
C=CCn1c(SCC(=O)N(C)C)nc2cc(C(=O)O)ccc2c1=O
→ i	1	6	10	-1	0	6	1.1	-8	-3
Cc1cccc(C)c1NC(=O)CCCCCNS(=O)(=O)c1ccccc1
→ -0.3	-6	1	14	2	-1	-5	-0.5	-9	15
COc1ccc(-c2cc3ccccc3n2CC(O)CNC(CO)(CO)CO)cc1 (configuration not stated)
→ -0.3	-3	-2	10	-4	0	4	nt	-9	-9
COc1cc(C2N(c3cccc(Cl)c3)C(=O)C3CCCN32)cc(OC)c1OC (configuration not stated)
→ -0.2	-2	5	12	-1	1	-1	-0.7	-2	2
CCN(c1ccc(OC)cc1)S(=O)(=O)c1csc(C(=O)N2CCCC2)c1
→ i	1	6	-12	-2	-7	3	0.1	0	5
NC(=O)CSc1nnc(-c2cc(-c3cccs3)nc3ccccc23)o1
→ -0.5	1	59*	9	0	-14	-26	nt	-20	14
C/C=C/C(=O)N1c2ccc(C)cc2C(C)=CC1(C)C
→ i	-2	-3	5	-6	13	20	-1.7	-13	-2
NC(=O)CC[C@@H]1NC(=O)[C@H](CO)NC(=O)c2cc([N+](=O)[O-])cc(I)c2NCCC[C@@H](C(N)=O)NC(=O)[C@H](Cc2ccc(O)cc2)NC1=O
→ nt	-26	5	-3	-6	-7	4	0.5	8	nt
Cc1nc(N2CCCCC2)nc(N2CCCCC2)c1C=O
→ -0.2	3	6	20	1	-2	7	-1.4	-5	3
COc1ccc(OC)c(NC(=S)NN2CCOCC2)c1
→ 5.0	-1	-6	-4	-1	1	-1	nt	-12	1
COc1ccc(Nc2nc(N)nc(CSC(=S)N3CCN(C)CC3)n2)cc1
→ i	1	2	-3	-1	0	-10	2.0	-3	3
O=[N+]([O-])c1cc(Cl)cc(/C=N/Nc2nc3ccccc3s2)c1O
→ -0.2	-2	-1	33	3	8	-7	0.5	nt	-4
O=C(CCCN1CCC(O)(c2cccc(C(F)(F)F)c2)CC1)c1ccc(F)cc1
→ i	-4	6	nt	nt	3	2	1.6	-11	-8
O=C(COC(=O)c1cc(S(=O)(=O)N2CCOCC2)ccc1F)c1ccc[nH]1
→ -0.4	-3	6	2	-3	5	11	nt	9	4
CN(C(=O)c1cc2ccccc2oc1=O)C1(C)CCS(=O)(=O)C1 (configuration not stated)
→ -0.6	1	6	6	5	3	-16	-0.6	-7	-1
Cc1ccc(-n2c(SCC3CCCCO3)nnc2-c2ccco2)cc1 (configuration not stated)
→ 2.1	2	3	-11	-1	12	4	nt	10	31
CCCNC(=O)c1ccc(COc2ccc(C(C)(C)C)cc2)o1
→ i	5	3	-12	4	-3	18	-1.5	-1	37
CCC(=O)C1CCCN(C(=O)c2ccc3nc(-c4cccc(OC)c4)oc3c2)C1 (configuration not stated)
→ -1.3	-2	3	37	3	-10	3	-1.8	-13	16
CC(C)C[C@H](NC(=O)c1nc[nH]c1C(=O)NCC(=O)OC(C)(C)C)C(=O)OC(C)(C)C
→ i	5	1	11	nt	2	28	-3.2	-2	7
O=c1c(Cc2ccc(Cl)cc2)c(O)ccn1Cc1cccc(Cl)c1
→ 1.2	-4	3	3	5	-2	6	nt	-9	-10
CCc1ccccc1N=C1S/C(=C/c2ccccc2OCC(=O)N2CCOCC2)C(=O)N1C
→ 2.8	-8	-4	8	1	-22	20	nt	18	0
COc1cc(/C=N/N=C2/NC(=O)C(CC(=O)O)S2)ccc1OCc1cccc(Cl)c1 (configuration not stated)
→ -0.8	7	-2	40	0	2	9	0.1	nt	-2
CCOC(=O)N1CCN(C(=O)CSc2nnc(-c3cccc(Cl)c3)o2)CC1
→ -0.2	-3	9	-5	-3	10	3	-0.5	-3	-6
COc1ccccc1NC(=O)NC1CC(=O)N(c2ccc3c(c2)OCCO3)C1 (configuration not stated)
→ -2.8	-2	-7	nt	nt	3	0	2.2	-6	-2
O=C(Cn1c(=O)[nH]n(-c2ccccc2)c1=O)N1CCCc2ccccc21
→ -0.1	-5	6	-22	-5	-3	0	nt	-16	4
COc1ccc(C(=O)NC2CC(C)(C)NC(C)(C)C2)cc1OC
→ i	-3	2	8	0	1	4	1.6	-7	-4
CCOC(=O)c1c(NC(=O)CSc2nc3ccccc3s2)sc(C)c1C
→ 0.4	6	-6	14	-5	-17	16	0.3	-19	-1
Cc1ccc(S(=O)(=O)N(C)CCCC(=O)NC(C)(C)CO)cc1
→ i	2	-10	26	-1	5	-7	0.2	-2&-19	-9
CCc1c(O)nc(SCC(=O)Nc2cc(C)on2)n(-c2ccccc2)c1=O
→ -0.5	-2	-3	26	4	11	2	-0.7	-12	-3
Brc1c(C[n+]2ccccc2)nc2ccccn12
→ -0.5	-7	2	13	-1	5	0	0.8	-1	-7
C=CCOC(=O)C1=C[C@@H](c2ccccc2)[C@H](CCCO)[C@@H](OCC)O1
→ i	5	-15	14	2	-3	21	-2.3	nt	4
O=C(NCCc1ccc(C(F)(F)F)cc1)C1CC(=O)N(c2ccc3c(c2)OCCO3)C1 (configuration not stated)
→ -1.9	6	4	nt	nt	-6	17	1.0	-9	7
O=C(NC(=S)Nc1ccc(NC(=O)c2cccs2)cc1)c1ccco1
→ -0.6	11	9	21	3	-15	13	nt	12	-2
Clc1nc(-c2ccccc2)cc(-c2ccc(Br)cc2)n1
→ 1.0	nt	-4	nt	1	15	nt	0.2	-17	3
Cc1ccc(C(=O)C(=O)c2ccc(C)c(N)c2)cc1N
→ -0.5	-6	7	4	0	1	-4	-0.5	12	-7
COc1ccc(C(CNCC(=O)Nc2ccccc2F)N(C)C)cc1 (configuration not stated)
→ -0.6	-5	1	26	-5	0	-6	-0.1	-9	4

Sorted by SMILES length (high to low): part of the list above
Below each compound: BH1578 lux ind	PrPC TRFRET	MazF activator	DUSP3 inh	3CLpro inhibitor	Rv3671c inh	CCHF vOTU inh	TcdB inh	SSB-PriA inh	Yp Topo-I inh
O=C(COC(=O)c1cc(S(=O)(=O)N2CCOCC2)ccc1F)c1ccc[nH]1
→ -0.4	-3	6	2	-3	5	11	nt	9	4
COc1ccccc1NC(=O)NC1CC(=O)N(c2ccc3c(c2)OCCO3)C1 (configuration not stated)
→ -2.8	-2	-7	nt	nt	3	0	2.2	-6	-2
C/C=C/C(=O)N1c2ccc(C)cc2C(C)=CC1(C)C
→ i	-2	-3	5	-6	13	20	-1.7	-13	-2
